Bioassay records as filed in PubChem.
PDI inh = blocks human protein disulfide isomerase activity | P07237 | PDI insulin aggregation turbidity, A650, 90 min | inhibition, % at 10 µM | 350,000 tested, 0.052% active | AID 588391;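 active = mean inhibition across replicates of 30% or more, whatever share of single replicates reach that level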;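 also: absorbance from insulin aggregation driven by PDI reduction with DTT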
Target sequence (P07237 whole entry, looked up): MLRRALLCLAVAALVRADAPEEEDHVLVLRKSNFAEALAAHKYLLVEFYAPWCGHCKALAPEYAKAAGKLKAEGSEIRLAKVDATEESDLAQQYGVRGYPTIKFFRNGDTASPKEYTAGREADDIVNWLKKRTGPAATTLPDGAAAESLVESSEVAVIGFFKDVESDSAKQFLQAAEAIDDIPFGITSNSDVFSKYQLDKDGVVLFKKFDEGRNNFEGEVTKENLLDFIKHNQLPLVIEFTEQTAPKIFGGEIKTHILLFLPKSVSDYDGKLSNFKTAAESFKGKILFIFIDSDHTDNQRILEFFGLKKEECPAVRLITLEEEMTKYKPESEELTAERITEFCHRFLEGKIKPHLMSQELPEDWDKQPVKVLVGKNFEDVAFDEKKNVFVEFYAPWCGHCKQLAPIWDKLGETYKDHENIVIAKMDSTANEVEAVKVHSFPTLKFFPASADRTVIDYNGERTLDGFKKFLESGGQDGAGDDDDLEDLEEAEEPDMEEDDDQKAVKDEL
TRPM1 prom inh = inhibitors of MITF-driven TRPM1 promoter in melanoma cells; SK-MEL-5 TRPM1 promoter luciferase, 24 h; inhibition, % at 12.5 µM; 330,000 tested, 0.83% active;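 active = mean inhibition across replicates of 60% or more, whatever share of single replicates reaches that level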; also: values of inactives mirror those of a sister screen read the other way
NR2E3 ag-1 = activates human NR2E3 receptor. CHO-S Gal4-NCOR/VP16-NR2E3 two-hybrid, luciferase. 360,000 tested, 0.35% active. Q9Y5X4. AID 602229. inhibition of corepressor binding, % at 3.98 µM;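 active = inhibition above the mean of all tested compounds plus 3 SD, cut at about 70% in these data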;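 also: 0% = DMSO with NR2E3 transfected cells and 100% = cells lacking NR2E3 construct; higher means lower luciferase signal from less NR2E3 corepressor binding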
Target sequence (Q9Y5X4 whole entry, looked up, the tested form may be a part): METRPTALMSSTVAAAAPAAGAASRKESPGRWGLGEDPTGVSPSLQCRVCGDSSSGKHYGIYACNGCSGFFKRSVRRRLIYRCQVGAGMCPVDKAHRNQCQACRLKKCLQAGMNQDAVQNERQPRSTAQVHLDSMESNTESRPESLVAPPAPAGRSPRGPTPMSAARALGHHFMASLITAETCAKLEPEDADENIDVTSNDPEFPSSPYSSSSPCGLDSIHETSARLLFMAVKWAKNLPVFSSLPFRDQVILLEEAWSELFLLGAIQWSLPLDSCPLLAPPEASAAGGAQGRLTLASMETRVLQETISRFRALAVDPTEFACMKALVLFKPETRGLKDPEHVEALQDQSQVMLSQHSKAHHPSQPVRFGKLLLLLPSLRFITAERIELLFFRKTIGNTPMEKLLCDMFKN
Vif inh = inhibitors of HIV Vif | inhibition, % at 7.49 µM | HEK293T cells, Vif self-association by quenched fluorescence, imaging, 24 h | AID 602346 | 340,000 tested, 0.35% active; in the data active = inhibition above about 50%, passing the limit was not always enough; also: some results filed as inactive read as strong as hits
CaV13 ICDI inh = Primary screen for inhibitors of IQ motif and Ca2+-dependent inactivation inhibitor domain binding in CACNA1D, Förster resonance energy transfer in living cells, …; AID 743397; 340,000 tested, 0.098% active; inhibition, % at 12.3 µM; HEK cells, CFP/YFP FRET ICDI-IQ, plate reader, 10 min; percent FRET-ratio fall versus neutral wells;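 active = mean replicate inhibition of at least 30% and at least 1% of replicates passing that level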;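 also: 0% = median of the neutral control wells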
HIF-2a inh = inhibitors of HIF-2a; inhibition, % at 18.8 µM; 360,000 tested, 0.72% active; AID 624352; 786-0 RCC cells HIF-2a reporter, luciferase luminescence, overnight;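 active = inhibition of the luminescence signal of 40% or more relative to plate controls, in a single-dose primary screen at 18.75 µM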
NR2E3 ag-2 = NR2E3 (human) agonism. AID 2300. GST-NR2E3/biotin-RetCOR TR-FRET, 1536-well. 320,000 tested, 0.12% active. Q9Y5X4. inhibition of corepressor binding, % at 4.78 µM;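 active = percent inhibition above the cutoff of mean plus 3 SD of all tested compounds, set per screening campaign, cut at about 20% in these data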;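 also: 0% = DMSO wells and 100% = biotin wells as full block of FRET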
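Material: NR2E3–RetCOR corepressor complex / Amount: 1.35 nM GST-NR2E3 / Medium: Tris pH 7.5 / Compound: single nominal compound dose of 4.8 µM / Incubation: 5 h at 4 °C / Technique: TR-FRET, Eu(K)-anti-GST donor, streptavidin-D2 acceptor, ex 340, em 617/671 nm / Read-out basis: percent loss of FRET ratio relative to control wells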
Exocytosis inh = lytic granule exocytosis inhibition. inhibition, % at 10 µM. 360,000 tested, 0.66% active. AID 651702. TALL-104 LAMP-1 surface exposure, flow cytometry; cells stimulated with thapsigargin and PMA;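 active = inhibition above about 55%, limit read from the data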
Peg3 prom inh = inhibitors of Peg3 promoter | HeLa PEG-Prom luciferase reporter, luminescence, overnight | inhibition, % at 20 µM | 360,000 tested, 1.7% active | AID 588405;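 active = inhibition of at least 50% at 20 µM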
aDG glyco up = alpha-DG glycosylation activation | Pro5-aDG cells, alpha-DG glycosylation AlphaScreen (IIH6); 0% Pro5, 100% B10-LARGE cell signal | 360,000 tested, 0.22% active | activation, % at 10 µM;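 active = activation of at least 8% versus controls, or a plate z-score of at least 8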;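 also: Pro5 are CHO cells carrying HIG-tagged alpha-DG that lacks glycosylation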
iPSC survival up = enhancers of human iPSC single-cell survival; hiPSC single-cell survival, ATPlite luminescence; 100% = ROCK inhibitor wells, 0% = DMSO; survival enhancement, % at 20 µM; 360,000 tested, 0.044% active; AID 602274; in the data active = survival enhancement above about 18%;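 also: cells exposed to compounds for 16 hours before the ATP read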
Active calls of the source: *; . = not tested or not shown.

Preview, 6 compounds:
Every second line gives: PDI inh, TRPM1 prom inh, NR2E3 ag-1, Vif inh, CaV13 ICDI inh, HIF-2a inh, NR2E3 ag-2, Exocytosis inh, Peg3 prom inh, aDG glyco up, iPSC survival up
Cc1nnc(SCC(=O)Nc2nc3c(s2)CC(C)CC3)s1 (configuration not stated)
→ 6, -48, 4, -17, -5, -107, 0, -1, -229, 0.2, -0.8
COc1ccc(-n2c(SCC(=O)Nc3sc4c(c3C#N)CCCC4)nnc2-c2ccc(O)cc2)cc1
→ 3, 0, -10, -8, -4, 14, -3, 7, 21, 0.0, 8.2
CCOc1ccc(OCC)c(NS(=O)(=O)c2cn(C)cn2)c1
→ 0, 0, 3, -9, -14, 13, 0, 6, 2, -0.2, -0.7
C[C@H](CO)N1C[C@H](C)[C@@H](CN(C)C(=O)Nc2ccccc2F)OCc2cnnn2CCCC1=O
→ -3, ., -35, 1, -6, 1, ., 6, -10, -0.1, -2.2
Cc1sc2ncnc(N3CCN(Cc4ccccc4)CC3)c2c1-c1ccccc1
→ -6, 11, -15, 3, -3, 18, 0, 63*, 35, -0.2, -0.6
COc1ccc(NC(=O)COC(=O)c2cc(S(=O)(=O)N3CCCC3)ccc2O)cc1
→ 4, 6, -5, -8, -6, 4, ., 2, -1, 0.0, -1.1

Results, from the start:
Every second line gives: PDI inh, TRPM1 prom inh, NR2E3 ag-1, Vif inh, CaV13 ICDI inh, HIF-2a inh, NR2E3 ag-2, Exocytosis inh, Peg3 prom inh, aDG glyco up, iPSC survival up
Cc1nnc(SCC(=O)Nc2nc3c(s2)CC(C)CC3)s1 (configuration not stated)
→ 6, -48, 4, -17, -5, -107, 0, -1, -229, 0.2, -0.8
COc1ccc(-n2c(SCC(=O)Nc3sc4c(c3C#N)CCCC4)nnc2-c2ccc(O)cc2)cc1
→ 3, 0, -10, -8, -4, 14, -3, 7, 21, 0.0, 8.2
CCOc1ccc(OCC)c(NS(=O)(=O)c2cn(C)cn2)c1
→ 0, 0, 3, -9, -14, 13, 0, 6, 2, -0.2, -0.7
C[C@H](CO)N1C[C@H](C)[C@@H](CN(C)C(=O)Nc2ccccc2F)OCc2cnnn2CCCC1=O
→ -3, ., -35, 1, -6, 1, ., 6, -10, -0.1, -2.2
Cc1sc2ncnc(N3CCN(Cc4ccccc4)CC3)c2c1-c1ccccc1
→ -6, 11, -15, 3, -3, 18, 0, 63*, 35, -0.2, -0.6
COc1ccc(NC(=O)COC(=O)c2cc(S(=O)(=O)N3CCCC3)ccc2O)cc1
→ 4, 6, -5, -8, -6, 4, ., 2, -1, 0.0, -1.1
O=C(c1ccccc1)c1ccc(N2CCN(C(=O)c3ccc(F)cc3F)CC2)c(F)c1
→ -1, ., 14, -12, -5, -5, ., 6, 5, 0.9, 4.5
CCOC(=O)C1=C(C)Nc2ccccc2N=C1NC(=O)CCCN1C(=O)c2ccccc2C1=O
→ -2, 3, 1, 4, -5, 2, 1, 1, -1, 0.0, -0.6
COc1ccc(-c2nc(NC(=O)c3c(C)noc3C)sc2C)cc1
→ -4, -1, 14, -26, -6, -13, ., -1, 14, 0.5, -0.6
CC1=C(C(=O)Nc2cc(C(=O)N(C)Cc3ccccc3)ccc2C)SCCO1
→ 1, -4, -24, -3, -5, 9, 1, -3, 11, 0.2, -0.3
O=C(CN(c1cccc(C(F)(F)F)c1)S(=O)(=O)c1ccc(Cl)c([N+](=O)[O-])c1)NCc1ccccc1Cl
→ -13, 55, 15, 3, -9, 70*, -4, 7, 101*, 0.8, 10
O=C(Nc1ccc2c(c1)OCO2)c1cc(C2CCCCN2S(=O)(=O)c2cccs2)on1 (configuration not stated)
→ -1, ., -21, 3, -10, -129, ., -4, -72, -0.1, -0.8
O=C(CCc1ccccc1)Nc1ccc(F)cc1F
→ -6, -57, -17, 4, -9, -176, -3, 5, -133, 0.0, 7.0
O=C(O)C1CN(C(=O)c2cccc(Br)c2)C1
→ 6, 7, -20, -2, 10, 18, 2, -2, 2, -0.4, 2.7
N#CC1(NC(=O)CSc2nnc(COc3ccccc3F)n2N)CCCCC1
→ 3, -5, 7, 11, -6, 5, 2, -2, -1, 0.3, 1.0

More compounds.
Every second line gives: PDI inh, TRPM1 prom inh, NR2E3 ag-1, Vif inh, CaV13 ICDI inh, HIF-2a inh, NR2E3 ag-2, Exocytosis inh, Peg3 prom inh, aDG glyco up, iPSC survival up
CSc1ccc(C(=O)C2CCCN(Cc3cccn3-c3cccnc3)C2)cc1 (configuration not stated)
→ -7, 14, 20, -7, -5, 10, 3, -1, 29, 0.7, -0.4
Cn1nc(C(=O)Nc2nc3ccc(S(C)(=O)=O)cc3s2)ccc1=O
→ 6, 2, 6, -4, -3, -22, 0, 3, -9, 0.6, -0.4
CC(C)c1ccccc1NC(=O)Nc1ccc(F)cc1F
→ -1, 0, -16, 6, 1, 0, 2, 0, 5, 0.2, 0.1
CCOC(=O)C1=C(C)NC(C)=C(C(=O)OCC)C1C1=COCCO1
→ 9, -1, -14, 2, -2, 8, 2, -4, 10, -0.3, 2.0
Cc1ccc(/C=N/NC(=O)CCSc2ccccc2)cc1
→ 5, -21, -1, 2, -5, -29, -5, -2, -11, -0.2, -1.2
O=C(O)c1ccc(N/N=C/c2ccnc3ccccc23)cc1
→ 13, -68, -93, 3, -7, -175, -10, 0, -189, -0.2, 0.2
COc1ccc(C(C)(O)c2nc(-c3ccc(F)cc3OC)cs2)cc1 (configuration not stated)
→ 10, ., -10, 8, -5, -13, ., 1, 8, -0.1, 2.8
O=c1cc2n(c(=O)[nH]1)CCC1=C2CCCC1
→ -1, 7, 0, -2, -2, 2, 2, -1, -8, 0.0, 1.3
CC(C)n1cc(C(=O)N2CCCC(Nc3ccc(F)c(F)c3)C2)cn1 (configuration not stated)
→ 4, -5, 6, -8, -2, -41, 0, -1, -49, 0.1, -0.3
CCOc1ccc(N(CC(=O)NCc2ccc(OC)cc2)S(=O)(=O)c2c(C)[nH]c(=O)[nH]c2=O)cc1
→ -8, -3, 14, 0, -2, 1, -1, -1, 2, -0.3, 0.2
Cc1c(NC(=O)c2ccc(Cl)nc2)cccc1-c1nc2cccnc2s1
→ -3, 11, -15, -15, -4, -36, -1, 0, -36, 0.0, -0.5
Nc1nonc1-n1nnc(C(=O)N/N=C/c2ccccc2F)c1-c1cccs1
→ 9, -14, -7, -5, -16, 0, 1, 8, 3, 0.0, -0.7
Cc1ccc(Cn2c(Sc3nnc(C)s3)nc3c2c(=O)[nH]c(=O)n3C)cc1
→ ., ., 17, 4, 16, 6, 0, -1, 3, -0.4, 1.1
Cc1nc(NC(=O)c2ccccc2)sc1-c1csc(Nc2ccc(C(=O)O)cc2)n1
→ -5, -29, -14, -4, -1, -136, ., -4, -53, -0.2, 0.3
Cn1cccc1C(=O)Nc1ccc(Cl)c(S(=O)(=O)N2CCCCC2)c1
→ 6, ., -16, -14, -3, -2, ., 3, -3, 0.1, -0.4

Next compounds
SMILES | PDI inh | TRPM1 prom inh | NR2E3 ag-1 | Vif inh | CaV13 ICDI inh | HIF-2a inh | NR2E3 ag-2 | Exocytosis inh | Peg3 prom inh | aDG glyco up | iPSC survival up
N#Cc1c(-c2ccccc2)c(-c2ccccc2)nn(CC(=O)NNC(=O)Nc2ccccc2)c1=O | 1 | 21 | -28 | 12 | . | 24 | 0 | 10 | 17 | -0.3 | -1.2
COc1ccc(CNC(=O)C(=O)c2cn(CC(=O)N3CCCC3)c3ccccc23)cc1 | 2 | -9 | -25 | -6 | -12 | -56 | -4 | -5 | -48 | -0.1 | -0.4
CC1CCCCC1NC(=O)c1nn(C)c(=O)c2ccccc12 (configuration not stated) | 1 | 3 | 0 | 3 | -3 | 15 | -4 | 0 | 1 | -0.2 | 3.5
Cn1c(=O)c2c(nc(NCCOc3ccc(F)cc3)n2C)n(C)c1=O | -4 | -3 | 6 | -5 | . | 5 | -1 | 1 | 0 | 0.0 | -1.1
Cc1oc(-c2cc3c(cc2Cl)OCO3)nc1CN1CCCC1c1ccc(F)cc1 (configuration not stated) | 7 | 7 | 0 | 3 | 1 | 20 | 3 | 3 | 28 | 0.3 | -1.7
O=C(/C=C/c1ccccc1)NCCc1c[nH]c2ccccc12 | -1 | 6 | -28 | -6 | -4 | -54 | -4 | -3 | -22 | 0.1 | -0.7
O=[N+]([O-])c1ccc2c(c1)/C(=N\O)c1ccccc1-2 | -1 | -5 | -22 | -1 | -2 | -38 | 1 | 14 | -36 | -0.2 | -0.3
COc1cccc(CN2CCCC(C(=O)c3ccc4c(c3)OCO4)C2)c1OC (configuration not stated) | -12 | -15 | -26 | 8 | 21 | 9 | -1 | 2 | 2 | 0.1 | -2.0
CCN(CC)S(=O)(=O)c1ccc(N2CCc3cc(OC)c(OC)cc3C2)nc1 | 5 | 8 | 23 | 16 | -4 | 3 | 0 | -12 | 3 | 0.1 | -0.4
COC(=O)C1CN(C(=O)COc2ccccc2C)c2ccccc2O1 (configuration not stated) | 1 | -7 | -11 | -6 | -14 | 6 | 4 | 2 | 13 | 0.1 | -0.6
O=C(Nc1ccccc1)C1CCCN1S(=O)(=O)c1cccs1 (configuration not stated) | 6 | 3 | -1 | 6 | -6 | 2 | 0 | -2 | 9 | -0.2 | -0.5
COc1cccc(OCCNC(=O)CSc2ccc(C(F)(F)F)cc2[N+](=O)[O-])c1 | -4 | 7 | -5 | -1 | -14 | 21 | 0 | 2 | 11 | 0.2 | -1.4
Oc1cccc(-n2nnnc2SCc2ccccc2F)c1 | -1 | -2 | -16 | 17 | -19 | -3 | 1 | -4 | 4 | 0.1 | 0.1
COCCNC(=O)COc1ncnc2ccc(Br)cc12 | 6 | 5 | -22 | -1 | 0 | 20 | 0 | -2 | 1 | -0.1 | -0.1
